Screening results as filed in PubChem BioAssay.
GC-B act: GC-B (human) receptor activation; P20594; HEK293-GC-B cells, CNP EC30, cGMP TR-FRET; 0% at EC30 CNP, 100% saturating CNP; activation, % at 10 µM; 370,000 tested, 0.11% active;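 active = activation at 10 µM reaching about 35% in either raw or pattern-adjusted values, limit read from the data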
hcDAF-12 act: activates DAF-12 receptor from parasite H. contortus; 370,000 tested, 1.4% active; HEK293 hcDAF-12 lit1-tk-luc reporter, luminescence; 0% DMSO, 100% Δ7-dafachronic acid; AID 652067; activation, % at 6.8 µM;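 active = activation above the mean of all tested compounds plus 3 SD, cut at about 5.5% in these data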;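 also: 100% = response to 3 µM Δ7-dafachronic acid high control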
NPR1 activator: GC-A (human) enzyme activation. 370,000 tested, 0.14% active. activation, % at 10 µM. AID 1671463. HEK293 GC-A cells, cGMP TR-FRET, EC30 ANP; 0% at EC30 ANP, 100% saturating ANP; in the data active = activation above about 40%
HGIII-sPLA2 inh: Inhibits HGIII-sPLA2 liposome hydrolysis, primary screen | 370,000 tested, 0.56% active | QFRET BODIPY PC-A2 liposome hydrolysis, fluorescence | AID 743126 | inhibition, % at 12.2 µM;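 active = inhibition above mean plus 3 SD of compounds lying within the high and low control bounds, cut at about 19% in these data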;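 also: 0% = median of test compound wells and 100% = no enzyme DMSO wells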
Target sequence (Q9NZ20 whole entry, looked up): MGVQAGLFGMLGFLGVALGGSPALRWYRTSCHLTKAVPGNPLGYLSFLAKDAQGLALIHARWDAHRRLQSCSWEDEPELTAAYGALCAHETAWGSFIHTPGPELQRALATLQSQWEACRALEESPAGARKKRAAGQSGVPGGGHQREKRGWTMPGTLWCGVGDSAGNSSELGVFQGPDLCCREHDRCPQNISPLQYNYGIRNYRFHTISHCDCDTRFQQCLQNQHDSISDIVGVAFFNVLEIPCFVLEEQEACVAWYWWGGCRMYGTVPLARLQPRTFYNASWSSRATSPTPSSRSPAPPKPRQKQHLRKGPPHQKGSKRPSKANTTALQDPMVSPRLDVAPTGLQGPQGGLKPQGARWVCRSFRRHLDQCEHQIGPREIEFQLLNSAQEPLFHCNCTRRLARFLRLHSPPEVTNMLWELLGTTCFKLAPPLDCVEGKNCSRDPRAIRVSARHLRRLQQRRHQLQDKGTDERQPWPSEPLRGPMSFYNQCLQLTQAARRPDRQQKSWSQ
GAA850 FXN act: frataxin GAA850 promoter activation; HEK293 lucGAA850 FXN promoter luciferase reporter, 24 h; percent of 10 µM SAHA response; activation, % at 6 µM; 360,000 tested, 0.56% active; AID 540364;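 active = activation above the average of all compounds screened plus 3 SD, cutoff fixed separately per campaign, cut at about 7.5% in these data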;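 also: 0% = DMSO wells and 100% = 10 µM SAHA wells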
SMARCA2 activ: increases SMARCA2 function in MMTV reporter cells | MG213 cells, MMTV-luciferase reporter, dexamethasone, overnight | activation, % at 9.1 µM | 370,000 tested, 1% active; in the data active = activation above about 7.8%;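 also: 0% = vehicle wells and 100% = reference activator wells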
DAX1 inh-1: inhibits human nuclear receptor DAX1 | P51843 | HEK293 Gal4-DAX1 luciferase reporter, luminescence | inhibition, % at 6.75 µM | 340,000 tested, 0.99% active | AID 504766;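 active = inhibition above the mean over all tested compounds plus 3 SD, cut at about 4.2% in these data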;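 also: 0% = DAX1-transfected cells with DMSO and 100% = empty-vector control cells with DMSO; inhibition shows as a rise in luminescence from relieved DAX1 repression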
Target sequence (P51843 207-470 limits assumed): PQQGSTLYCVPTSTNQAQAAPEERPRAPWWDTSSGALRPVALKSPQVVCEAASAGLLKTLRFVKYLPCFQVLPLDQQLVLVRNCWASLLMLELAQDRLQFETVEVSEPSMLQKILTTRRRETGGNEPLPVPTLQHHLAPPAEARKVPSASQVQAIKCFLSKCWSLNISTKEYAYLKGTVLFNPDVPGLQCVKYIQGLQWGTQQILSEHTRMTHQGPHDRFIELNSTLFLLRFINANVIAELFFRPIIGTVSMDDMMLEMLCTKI
ADAM10 inh: ADAM10 inhibition, QFRET primary screen. inhibition, % at 7 µM. recombinant ADAM10, EDANS/DABCYL FRET peptide cleavage, 3 h. 370,000 tested, 0.62% active;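 active = inhibition above a per-campaign cutoff equal to the mean of compounds falling between control-based bounds plus 3 SD, cut at about 20% in these data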;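 also: 0% = DMSO wells while the 100% control is not disclosed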
ssDAF12 agonist: activates DAF-12 receptor from parasite S. stercoralis | HEK293 ssDAF-12/GRIP1 lit1-tk-luc reporter, luminescence; % of 3 µM dafachronic acid response | activation, % at 6.8 µM | 370,000 tested, 1% active;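 active = activation above the mean over all tested compounds plus 3 SD, cut at about 0.9% in these data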;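 also: 0% = DMSO-only wells and 100% = 3 µM delta7-dafachronic acid wells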
DAX1 inh-2: blocks DAX1 repression of SF-1 activated StAR promoter | HEK293T StAR-luciferase reporter, SF-1/DAX-1 repression relief | inhibition, % at 6.8 µM | 370,000 tested, 1.1% active | AID 652010;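 active = inhibition above the mean over all tested compounds plus 3 SD, cut at about 3.6% in these data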;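 also: 0% = DAX-1 cells with DMSO and 100% = cells lacking DAX-1 with DMSO; higher inhibition means more luminescence from relief of DAX-1 repression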
hgDAF-12 ag: agonists of H. glycines DAF-12 nuclear receptor | HEK293 GAL4-hgDAF12 UAS-luciferase reporter, agonist luminescence; normalized to butyrate control | activation, % at 6.8 µM | 370,000 tested, 1.8% active | AID 687014;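 active = activation above a cutoff set at the mean of all screened compounds plus 3 SD, cut at about 10% in these data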;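 also: 0% = DMSO wells and 100% = sodium butyrate wells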
Active calls of the source: *; nt = not tested or not shown; & = joins results of further samples. Hits appear at their usual frequency (roughly 6.6% active in at least one column).

SMILES | GC-B act | hcDAF-12 act | NPR1 activator | HGIII-sPLA2 inh | GAA850 FXN act | SMARCA2 activ | DAX1 inh-1 | ADAM10 inh | ssDAF12 agonist | DAX1 inh-2 | hgDAF-12 ag
O=C(O)c1cccc(NC(CNS(=O)(=O)c2ccc(Cl)cc2)c2ccccc2)c1 (centres undefined) | 6 | 0.3 | -1 | -53 | -0.5 | -2 | -0.3 | -6 | -0.7 | -0.3 | 6.4
COc1cc(O)oc1C=Nc1ccc(Oc2ccccc2)cc1 | 4 | 0.8 | 0 | -1 | 2.5 | 3 | 0.4 | -6 | -1.2 | -0.3 | -1.5
Cc1c(OC(C)C(=O)N[C@@H](Cc2ccccc2)C(=O)O)ccc2c3c(c(=O)oc12)CCCC3 (some centres undefined) | 4 | -0.7 | 3 | -13 | -2.0 | 0 | 2.8 | -479 | -0.9 | 0.1 | 0.6
CC(C)CNC(=O)c1ccccc1-c1ccccc1C(=O)O | 1 | 0.6 | 3 | -1 | -0.5 | 1 | -0.8 | -2 | -0.5 | 0.4 | 4.9
COc1cc2c(cc1OC)CN(C(=O)/C=C/c1cccc([N+](=O)[O-])c1)CC2 | 4 | -1.6 | 6 | -7 | 3.4 | -1 | -2.2 | -4 | -0.8 | 0.1 | 1.3
CN(C)C(CNc1ncnc2sccc12)c1cccs1 (centres undefined) | 1 | -0.5 | -3 | 4 | 0.1 | -2 | -0.5 | -8 | -0.9 | 0.9 | 2.2
COc1cc(NC(=O)COC(=O)/C=C/c2ccc(Cl)cc2Cl)cc(OC)c1 | 0 | -0.9 | 2 | -2 | 3.4 | -2 | 1.1 | -1 | -1.0 | -0.1 | -0.5
COc1ccc(CNC(=O)c2c[nH]c3c(OC)cc(OC)cc3c2=O)cc1 | -5 | -3.4 | 2 | -1 | -1.0 | 0 | -0.6 | -158 | -1.8 | 0.0 | -3.5
O=C1C=C(c2ccc3ccccc3c2)C[C@@H](c2ccc(Cl)cc2)C1 | 0 | -0.7 | -1 | -2 | 0.5 | 0 | 1.1 | 5 | -1.2 | -0.3 | -0.7
O=C1CC(c2ccccc2Cl)CC(O)=C1C=Nc1ccccc1 (centres undefined) | -3 | -0.8 | 1 | -6 | 0.2 | 0 | -0.5 | 4 | -0.8 | 0.0 | -1.4
FC(F)(F)c1cccc(N/N=C/c2ccccc2)c1 | -2 | 1.9 | 4 | -4 | 4.0 | 5 | -0.5 | 5 | -0.3 | 0.8 | 8.6
O=C(NCc1cccs1)C1CCN(S(=O)(=O)c2ccc(Cl)cc2)CC1 | -2 | -0.9 | 1 | -4 | -1.5 | 0 | 2.6 | 9 | -0.9 | 0.2 | 4.5
O=C(NCc1ccco1)C1CC2CCC1C2 (centres undefined) | 3 | -1.3 | -3 | 6 | 1.6 | -1 | -0.2 | -3 | -1.7 | 0.9 | -1.8
Nc1c(C2=NCCO2)nnn1Cc1ccccc1 | 4 | 0.9 | 0 | 0 | -0.2 | -1 | 2.0 | 4 | -1.4 | -0.3 | 0.8
Cc1cccc(N2CC(C(=O)Nc3nnc(SCC(=O)NCC4CCCO4)s3)CC2=O)c1 (centres undefined) | 2 | 1.1 | 0 | 2 | 1.1 | -3 | 0.2 | -8 | -1.1 | -0.6 | -1.8

Other structures:
SMILES | GC-B act | hcDAF-12 act | NPR1 activator | HGIII-sPLA2 inh | GAA850 FXN act | SMARCA2 activ | DAX1 inh-1 | ADAM10 inh | ssDAF12 agonist | DAX1 inh-2 | hgDAF-12 ag
O=C(O)c1ccc(NCc2nc3ccccc3n2Cc2ccccc2)cc1 | 2 | -1.5 | 6 | -2 | 1.5 | 2 | -1.1 | 3 | -0.8 | 0.1 | -0.8
O=C(C[n+]1cc(-c2ccccc2)n2c1CCCCC2)c1ccc(Cl)cc1 | 8 | 0.2 | 2 | -49 | 2.4 | -3 | -0.3 | 6 | -0.2 | 0.2 | 3.1
CN(C)S(=O)(=O)c1ccc(Cl)c(NC(=O)COC(=O)CNS(=O)(=O)c2c(F)cccc2F)c1 | 3 | -0.3 | -3 | -1 | 1.1 | 0 | -0.3 | -4 | -1.0 | 0.4 | 1.0
COc1ccc(Nc2ccccc2NC(=O)c2ccccc2Br)cc1 | -4 | -2.4 | -5 | 4 | 0.7 | -5 | -0.8 | 9 | -0.6 | -0.4 | 0.8
N#Cc1cnn2c1nc(N1CCOCC1)c1ccccc12 | 5 | -1.5 | 12 | 5 | -0.9 | 3 | 0.5 | -1 | -1.2 | 0.8 | 1.7
Nc1nonc1OCCOCCOCCOc1nonc1N | 5 | 0.2 | 4 | 1 | -0.1 | 3 | 0.3 | 3 | -0.2 | 0.3 | -0.1
O=C(Oc1ccccc1/C=C\C(=O)c1cc2ccccc2o1)c1cccc(F)c1 | -8 | 11* | 1 | 10 | 8.9* | 3 | 2.5 | -6 | 0.1 | 0.3 | 9.9
CC(NC(=O)c1cccc(F)c1)C1CC2CCC1C2 (centres undefined) | -4 | 0.2 | 0 | 7 | -1.1 | -2 | 0.9 | -3 | -0.9 | -1.0 | -0.8
Cc1ccc(C)c(S(=O)(=O)N2CCCCC2CCNC(=O)C(=O)NCc2ccncc2)c1 (centres undefined) | 11 | -1.1 | -1 | -1 | -0.1 | -2 | -0.6 | -3 | -1.1 | -2.3 | -1.9
CC1(C(=O)O)COC(c2ccc(Cl)cc2)OC1 (centres undefined) | 3 | 0.2 | -1 | 2 | 2.2 | 3 | 3.2 | -2 | -0.9 | -0.5 | -0.2
O=C(NCCS(=O)(=O)NC1CCCCC1)c1ccc2c(c1)OCO2 | 2 | -0.3 | 1 | 4 | 0.4 | -1 | -0.4 | -11 | -1.0 | -0.6 | 0.3
Cc1cc2nc(-c3cccc(Br)c3)c(Cc3ccccc3)n2c(C)c1Br | 6 | 2.9 | -4 | -14 | nt | 1 | nt | -3 | 0.6 | 0.6 | 7.6
O=C1CCCCC(=O)N(c2ccccc2)c2ccccc21 | 1 | -1.6 | 1 | -1 | -1.3 | -3 | -0.6 | -6 | -2.0 | -0.8 | -0.9
COc1ccc(C2=NNC(=Nc3cc(S(=O)(=O)N(C)C)ccc3C)SC2)c(OC)c1 | -1 | -0.9 | 0 | -4 | -1.8 | -3 | 0.2 | -5 | -1.2 | -0.3 | 1.0
Cc1ccc(NC(=O)c2ccccc2N(C)S(=O)(=O)c2ccccc2)c(C)c1 | 4 | -3.5 | -3 | 6 | 1.4 | -5 | -1.0 | 5 | -1.5 | 0.1 | -2.5

(continued)
SMILES | GC-B act | hcDAF-12 act | NPR1 activator | HGIII-sPLA2 inh | GAA850 FXN act | SMARCA2 activ | DAX1 inh-1 | ADAM10 inh | ssDAF12 agonist | DAX1 inh-2 | hgDAF-12 ag
CN(c1ccc(C(=O)N2CCCCCC2)cc1)S(=O)(=O)c1ccccc1 | 1 | -3.1 | 5 | -9 | 0.1 | 0 | -1.2 | 2 | -1.5 | -3.5 | -2.9
NC(=O)Cc1nc(-c2ccc(F)cc2)cs1 | 5 | -2.5 | 7 | -4 | 2.0 | 3 | 0.1 | -5 | -0.8 | -0.6 | -0.7
N#Cc1nc(-c2ccco2)oc1N1CCN(Cc2ccccc2)CC1 | -8 | -1.0 | -8 | -9 | -1.2 | -1 | -0.4 | -85 | -1.7 | -0.8 | 1.0
COc1ccc(C(=O)N[C@H](C(=O)Nc2ccc(S(=O)(=O)N3CCOCC3)cc2)C(C)C)cc1 | -6 | -2.1 | -1 | -14 | 0.3 | -3 | 0.4 | 0 | -1.6 | -0.1 | 0.0
COCc1ccc([C@@H]2C[C@H]3CN(Cc4cccnc4)C(=O)[C@]34CCCN24)o1 | 2 | -0.3 | 5 | -3 | 0.8 | -1 | 2.8 | 2 | -1.6 | -0.6 | 4.6
COCCNC(=O)c1cc2c(c(-c3cccc(-c4cc5ccccc5o4)c3)n1)[C@H](CCO)N(S(=O)C(C)(C)C)C2 (some centres undefined) | -8 | 1.0 | -6 | -14 | nt | -1 | nt | -11 | -1.4 | -2.4 | -2.3
Cc1ccc(NC(=S)Nc2c(C)n(C)n(-c3ccccc3)c2=O)cc1 | 2 | 1.3 | 6 | 2 | 0.3 | -1 | 0.4 | 5 | -1.6 | -0.1 | 3.0
Cc1ccccc1C(=O)N1CCC(C(=O)Oc2ccc(C#N)cc2)CC1 | 2 | -0.4 | 2 | 11 | 3.5 | -3 | 0.6 | 0 | -1.1 | -1.8 | -1.0
CCc1ccccc1Oc1coc2cc(O)ccc2c1=O | -2 | -2.0 | -2 | -12 | 1.6 | 1 | -0.5 | -433 | -1.4 | 0.1 | 0.1
CCOC(=O)C1(CCCc2ccccc2)CCN(C(=O)CCn2cncn2)CC1 | 2 | -0.5 | -6 | 2 | 1.9 | -2 | -1.8 | -3 | -1.2 | -0.3 | 0.2
OC(CNCc1ccccc1)COc1ccccc1 (centres undefined) | 3 | -1.2 | -2 | 1 | -0.9 | 0 | 0.8 | 0 | -1.4 | 0.3 | 1.1
COc1ccc(CCC(=O)N(c2nnc(-c3cccnc3)s2)C(C)C)cc1 | 1 | 0.3 | -3 | -4 | 0.6 | -2 | -0.5 | 0 | -1.6 | -0.6 | -2.5
O=C(OC12CCCN(C1)/C(=C/c1ccccc1)C2)c1ccc(F)cc1 (centres undefined) | -11 | 5.1 | -2 | 7 | nt | -6 | nt | -15 | -0.7 | 0.9 | 0.6
CCc1ccc(C(=O)CSc2nnc(C3CC3)n2C2CC2)cc1 | -1 | 0.2 | -1 | -28 | 2.4 | 2 | 0.3 | -8 | -1.2 | 0.6 | 1.6
CCC(=O)N1CCc2cc(S(=O)(=O)N3CCc4ccccc4C3)ccc21 | 3 | -2.2 | -2 | 8 | -1.0 | -3 | 1.4 | -5 | -1.0 | -1.1 | -2.2

The listing continues.
SMILES | GC-B act | hcDAF-12 act | NPR1 activator | HGIII-sPLA2 inh | GAA850 FXN act | SMARCA2 activ | DAX1 inh-1 | ADAM10 inh | ssDAF12 agonist | DAX1 inh-2 | hgDAF-12 ag
CN(c1ccc(F)cc1)S(=O)(=O)c1ccc2[nH]cc(C(=O)O)c(=O)c2c1 | 5 | 0.0 | -1 | -25 | -0.9 | 0 | 0.1 | -2 | -1.5 | 0.8 | -1.1
Cc1[nH]c(=O)[nH]c(=O)c1CSc1nnc([C@H](CC(C)C)NC(=O)OC(C)(C)C)o1 | 2 | -1.2 | -4 | -7 | 0.9 | 0 | 1.1 | 7 | -1.0 | -0.1 | 0.4
N#Cc1nc(COc2ccccc2F)oc1NCCCn1ccnc1 | -3 | 1.7 | 2 | 0 | 0.7 | 4 | -0.8 | 7 | -0.4 | 0.1 | 1.5
CCc1nc(SCC(=O)c2cc(C)ccc2C)n[nH]1 | 4 | -2.5 | 5 | -7 | -0.3 | 0 | -0.7 | 1 | -0.8 | -0.5 | 1.5
C=CCNCCOc1ccc(C)cc1[N+](=O)[O-] | 3 | 3.3 | 1 | 3 | 1.1 | 1 | 2.1 | -4 | -0.2 | 0.3 | 0.1
COc1ccccc1N1CCN(CC(O)COc2cccc3ccccc23)CC1 (centres undefined) | -8&3 | -1.9&-0.6 | -8&-7 | -13&-13 | -2.2&-0.2 | -2&-5 | 1.3&0.7 | -5&4 | 0.1&-1.3 | 0.0&-0.8 | 2.3&1.4
